Pol kappa inh: qHTS for Inhibitors of Polymerase Kappa; DNA polymerase kappa (Homo sapiens), Q9UBT6; purified Pol kappa, fluorescent DNA synthesis assay, 10 min; Potency, µM (top dose mostly 107 µM), for the others: at the top dose activity, negative = inhibition, actives largely listed as inhibitors; hit rate 0.53% among 400,000; AID 588579, 2011; further: potency means the concentration at half of the fitted maximal effect; on the % scale 0 is the no-effect control and ±100 the full control effect
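Pol kappa 10 nM + cpd, 15 min RT; start w/ substrate 50 nM final; fluorescence kinetic read, 0 and 10 min. Neg ctrl: buffer, no enzyme.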
POLB inh: qHTS Assay for Inhibitors of DNA Polymerase Beta; Pol beta primer extension/strand displacement, fluorescence kinetic; Potency, µM (top dose mostly 114 µM), inactives show top-dose activity change, negative = inhibition, usual class: inhibitors; hit rate 1.3% among 340,000; further: potency means the concentration at half of the fitted maximal effect; on the % scale 0 is the no-effect control and ±100 the full control effect
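Pol beta (10 nM) and compounds were preincubated 15 min at room temperature, then 50 nM substrate (final) started primer extension/strand displacement. Reads were taken at 0 and 10 min; concentration-response data were fitted to a four-parameter Hill equation.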
RGS4 inhibitor: Inhibitors of Regulator of G Protein Signaling (RGS) 4: qHTS. hit rate 0.039% among 390,000. AID 504845, 2011. Potency, µM (doses to about 114 µM), for inactives: at the highest dose activity change, negative = inhibition, actives largely listed as inhibitors. Transcreener GDP fluorescence polarization, RGS4-accelerated GTP hydrolysis; further: potency means the concentration at half of the fitted maximal effect; on the % scale 0 is the no-effect control and ±100 the full control effect; nearly all actives have a fitted effect of over 75% in size; some results filed as inactive show a strong effect at the top dose
Target sequence (P49798 whole entry, looked up): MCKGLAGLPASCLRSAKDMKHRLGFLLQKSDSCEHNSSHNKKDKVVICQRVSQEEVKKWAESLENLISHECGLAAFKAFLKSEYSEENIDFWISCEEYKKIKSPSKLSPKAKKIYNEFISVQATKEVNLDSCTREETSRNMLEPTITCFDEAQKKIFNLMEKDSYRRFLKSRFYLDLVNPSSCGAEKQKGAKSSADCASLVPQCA
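MLSMR compounds (23 nl, pin-transferred) preincubated 10 min at room temperature with a 500nM (2x) first reagent, then RGS4 at 900nM (2x) plus Transcreener GDP mix added; fluorescence polarization (620/688 nm) read before and after 90 min at 30 °C.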
ERG Ets-DNA blk: qHTS for Small Molecule Inhibitors of the ERG Ets/DNA interaction; Transcriptional regulator ERG (Homo sapiens), P11308; hit rate 0.028% among 370,000; Potency, µM (series often up to 76.9 µM), for inactives: at the top dose FP activity, negative = inhibition, most hits filed as inhibitors; fluorescence polarization, His-ERG Ets domain / labelled DNA; active means well fitted inhibition curve with a large enough effect in the polarisation, with a control signal flat; inconclusive means small, poorly fitted or top-dose-only effect, or effect the other way, or a change in a side signal; inactive means no such curve, though single readings can be large or run the other way; the % refers to the polarisation;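 further: polarization taken with two DNA probes labelled with fluorescein and Texas red; potency means the concentration at half of the fitted maximal effect; % of control where 0% means no effect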
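His-tagged ERG Ets domain (1 uM in the protein solution; 300mM KCl, 50mM Tris-HCl, 1mM EDTA, 1mM DTT, pH 7.5) received compound, then a probe mix of 5 nM fluorescein-DNA and 100nM Texas-615-DNA. Fluorescence polarization was read for both dyes.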
ALOX12 inh: Primary qHTS assay for inhibitors of human arachidonate 12S-lipoxygenase (ALOX12): Round 2; purified 12hLO, xylenol orange hydroperoxide absorbance; Potency, µM (top dose mostly 108 µM), for the others: at the top dose activity change, negative = inhibition, actives largely listed as inhibitors; hit rate 1.1% among 580,000; AID 1671190, 2021; further: potency means the concentration at half of the fitted maximal effect; on the % scale 0 is the no-effect control and ±100 the full control effect
Target sequence (P18054 whole entry, looked up): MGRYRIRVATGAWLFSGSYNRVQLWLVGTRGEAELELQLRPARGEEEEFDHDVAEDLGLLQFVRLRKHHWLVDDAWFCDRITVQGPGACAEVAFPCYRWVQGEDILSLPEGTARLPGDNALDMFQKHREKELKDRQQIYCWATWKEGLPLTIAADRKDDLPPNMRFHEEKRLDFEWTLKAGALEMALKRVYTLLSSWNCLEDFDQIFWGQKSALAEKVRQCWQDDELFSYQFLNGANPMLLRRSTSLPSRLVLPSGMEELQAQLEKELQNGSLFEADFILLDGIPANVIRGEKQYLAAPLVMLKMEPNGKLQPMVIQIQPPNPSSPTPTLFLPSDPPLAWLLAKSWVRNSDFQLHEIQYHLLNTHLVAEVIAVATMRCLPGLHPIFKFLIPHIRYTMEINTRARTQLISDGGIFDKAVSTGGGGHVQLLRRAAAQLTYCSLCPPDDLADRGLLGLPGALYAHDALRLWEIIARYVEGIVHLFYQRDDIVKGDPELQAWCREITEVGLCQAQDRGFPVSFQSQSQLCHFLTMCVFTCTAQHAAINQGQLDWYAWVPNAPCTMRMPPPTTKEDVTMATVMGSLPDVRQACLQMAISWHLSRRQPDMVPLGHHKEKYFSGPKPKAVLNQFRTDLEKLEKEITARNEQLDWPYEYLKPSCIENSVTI
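Purified human 12hLO at 150 nM in 25 mM Hepes, 0.01% Triton X-100, pH 7.0, preincubated 15 min at room temperature with compound. Reaction started with 40 uM arachidonic acid, 30 min at room temperature. Hydroperoxide measured by Fe-xylenol orange, 573/405 nm absorbance ratio.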
APE1 inh: qHTS Assay for Inhibitors of the Human Apurinic/apyrimidinic Endonuclease 1 (APE1); DNA repair nuclease/redox regulator APEX1 (Homo sapiens), P27695; recombinant APE1, TAMRA/BHQ-2 abasic DNA cleavage fluorescence; Potency, µM (highest dose often 65.8 µM), inactives show at the top dose activity change, negative = inhibition, usual class: inhibitors; hit rate 0.35% among 350,000; AID 2517, 2012;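 further: potency means the concentration at half of the fitted maximal effect; plate controls were vehicle for no effect and reference inhibitor for full effect; nearly all actives have a fitted effect of over 55% in size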
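APE1 at 0.75 nM preincubated 15 min at room temperature with compound. Reaction then started with 50 nM double-stranded THF-abasic substrate labelled with TAMRA/BHQ-2, and 525/598 nm fluorescence read kinetically. Activity taken as third-minus-first read difference, normalized to DMSO and NSC13755 controls.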
Pol eta inh: qHTS for Inhibitors of Polymerase Eta. hit rate 1.2% among 390,000. DNA polymerase eta (Homo sapiens), Q9Y253. Potency, µM (series often up to 114 µM), without a hit: top-dose activity change, negative = inhibition, most hits filed as inhibitors. AID 588591, 2011. recombinant Pol eta, fluorescent DNA replication assay; further: potency means the concentration at half of the fitted maximal effect; on the % scale 0 is the no-effect control and ±100 the full control effect
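Pol eta (10 nM) was preincubated with compounds for 15 min at room temperature, after which fluorescent replication substrate (50 nM final) was added to start the reaction. Fluorescence was read kinetically at 0 and 10 min.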
Apoferritin bind: qHTS Assay for Identification of Novel General Anesthetics. Ferritin light chain (Equus caballus), P02791. apoferritin/1-aminoanthracene competitive binding, fluorescence. Potency, µM (series often up to 77.5 µM), inactives show at the highest dose activity change, negative = displacement, most hits filed as inhibitors. hit rate 0.074% among 350,000; further: potency means the concentration at half of the fitted maximal effect; on the % scale 0 is the no-effect control and ±100 the full control effect; nearly all actives have a fitted effect of over 20% in size
Target sequence (P02791 2-175 limits assumed): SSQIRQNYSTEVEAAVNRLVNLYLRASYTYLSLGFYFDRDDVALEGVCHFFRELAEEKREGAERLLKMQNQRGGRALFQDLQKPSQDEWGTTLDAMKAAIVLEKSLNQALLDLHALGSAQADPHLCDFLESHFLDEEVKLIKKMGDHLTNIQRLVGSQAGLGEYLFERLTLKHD
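Concentration-response curves derived by four-parameter Hill fitting of normalized fluorescence, where compounds displaced 1-AMA from 10 uM horse apoferritin following a brief 10 min room-temperature incubation; propofol titration acted as positive control.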
LDHA block: qHTS assay for inhibitors of human lactate dehydrogenase. purified LDHA, NADH/diaphorase-resazurin fluorescence; hits give low values. activity change, % (values are at about 110 or 230 µM). hit rate 0.15% among 480,000; in the data active means activity change below about -30%; inconclusive means mostly about -25% to -30%;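 further: plate controls were DMSO wells for no effect and wells without enzyme for full effect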
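Enzyme activity of human lactate dehydrogenase 5 (2 nM; 0.06 mM NADH, 0.2 mM pyruvate, 5 min, RT) is measured via a resazurin/diaphorase fluorescence readout of residual NADH.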
Numbers without * were called inactive; ? = inconclusive; · = no result given; [ ] = remark or other dose. Unless noted, the call rests on the fitted dose curve; in most records, active means well fitted curve in the direction sought with a large enough effect; inconclusive means small, poorly fitted or top-dose-only effect, or another doubt; inactive means no such curve, though single readings can be large; an effect the other way counts as inactive or inconclusive. An excerpt; count on the stated rates, not on these rows.

SMILES	Pol kappa inh	POLB inh	RGS4 inhibitor	ERG Ets-DNA blk	ALOX12 inh	APE1 inh	Pol eta inh	Apoferritin bind	LDHA block
Cc1ccc(S(=O)(=O)NC(CC(N)=O)C(=O)O)cc1 (centres undefined)	-12%	28%	-11%	-7%	?	-2%	-16%	-5%	-2
COCCCN=CC1=C(O)CC(C)(C)CC1=O	-10%	29%	-14%	0%	-16%	14%	5%	-6%	-8
COc1ccc(-c2cn3nc(N4CCC(C(=O)Nc5ccc(C)cc5)CC4)sc3n2)cc1	-1%	1%	2%	-7%	-25%	·	-16%	-9%	2
CCCOc1ccc(C(=O)C(CN2CCOCC2)c2ccccc2)cc1 (centres undefined)	-25%	-29%	10%	7%	18%	-2%	2%	2%	0
CC(Cl)C(=O)N1c2ccccc2CCc2ccccc21 (centres undefined)	0%	9%	-24%	-7%	-28%	-2%	-22%	-8%	-2
CCOC(=O)c1c(NC(=O)CN2C(=O)CN(C)C2=O)sc(C)c1C	-2%	20%	17%	-7%	-2%	-3%	-1%	-12%	0
CS(=O)(=O)Nc1ccc(N2CCN(c3ccc(C(F)(F)F)cn3)CC2)nc1	-4%	2%	17%	?	15%	-3%	-9%	4%	3
Cc1nn(-c2ccc(Cl)cc2Cl)c(C)c1C(=O)O	5%	22%	-2%	1%	-22%	18%	-8%	-4%	-5
O=C(O)c1c(N2CCCCC2)ccc([N+](=O)[O-])c1N1CCCCC1	3%	?	5%	-6%	37%[activator]	-2%	15%	5%	-2
COc1cc(C)c(S(=O)(=O)Nc2cccc(-c3ccc(N4CCCC4)nn3)c2)cc1C	-11%[60.1 µM]	-10%	-1%	0%	-1%	·	-1%	-11%	-2
Cc1ccc(S(=O)(=O)c2nc(-c3ccc(Cl)cc3)oc2N2CCCCCC2)cc1	-23%	1%	1%	-11%	-12%	·	-17%	-17%	2
O=C(COC(=O)c1cc2ccccc2cc1O)Nc1ccccc1F	0%	·	-8%	-5%	17%	-6%	0%	·	2
O=C(NCC1(c2ccccc2)CCOCC1)c1cccs1	-10%	0%	11%	-3%	0%	0%	4%	-15%	-5
O=C(/C=C/c1ccc2c(c1)OCO2)N1CCCCC1	-4%	0%	0%	1%	5%	-11%	6%	-11%	-13
Cc1ccc(Cn2cccc2/C=C2/C(=N)N3C=CSC3=NC2=O)cc1	-8%	0%	-38%	5%	-13%	-3%	71µM*	-5%	-2
Cc1sc2ncn(CC(=O)NCCCN3CC(C)CC(C)C3)c(=O)c2c1S(=O)(=O)N1CC(C)CC(C)C1 (centres undefined)	-5%	27%	0%	0%	20%	19%	3%	-11%	-10
CCCCN1CCN=C1N(C)C	-2%	·	-4%	-3%	?	7%	-12%	·	-9
Cc1cccc(/C=N/NC(=O)c2ccc(NC(=O)c3ccccc3C)cc2)n1	0%	14%	12%	0%	-10%	17%	-18%	?	-4
CCOC(=O)c1c(C)[nH]c(C)c1S(=O)(=O)N1CCC(c2ccccc2)C1 (centres undefined)	-1%	-9%	1%	3%	-30%	-6%	-6%	-18%	1
O=C(O)CN(c1ccccc1)C1SC(=O)NC1=O (centres undefined)	-17%	13%	12%	0%	-23%	4%	-19%	-6%	-3
Cc1ccc(-n2nc3c(c2NC(=O)c2cc4ccccc4o2)CS(=O)(=O)C3)cc1	-7%	-2%	-16%	-5%	?	9%	-7%	?	-6
CC(C)N1C(=O)C2C(C(=O)NC3CCCCC3)C3C=CC2(O3)C1C(=O)NC1CCCC1 (centres undefined)	1%	11%	-8%	10%	55%[activator]	10%	-16%	-4%	-6
Cc1ccsc1/C=N/N1CCOCC1	-11%	9%	17%	2%	-10%	2%	-2%	-8%	-4
O=C(c1cc(Cl)nc2ccccc12)N1CCCCC1	-6%	2%	14%	·	-3%	-3%	-9%	-10%	-1
COc1cccc(-n2nnc3c(=O)n(Cc4ccccc4Cl)cnc32)c1	-9%	22%	-23%	·	-29%	11%	-4%	-4%	-4
Cc1nc(SC(C)C(=O)NC2CCCC2)c2ccccc2n1 (centres undefined)	0%	·	3%	-1%	-1%	-7%	-17%	·	-9
COc1cccc(OCC(=O)NCC2CCCO2)c1 (centres undefined)	9%	·	-8%	-18%	201%[activator]	5%	3%	·	-3
COCCn1c(SCC(=O)N2CCOCC2)nnc1-c1ccncc1	-9%	10%	-11%	-4%	6%	-10%	-14%	-6%	-19
O=C(Nc1ccccn1)c1ccc(Cl)c([N+](=O)[O-])c1	2%	36%	-3%	4%	?	8%	-7%	-12%	0
Cc1cccc(Cn2nnc3c2C(=O)c2ccccc2C3=O)c1	-13%	-11%	-9%	2%	-19%	0%	-6%	2%	0
CCc1nn(CC(=O)NCc2ccc(OC)c(OC)c2)c(=O)c2cc3sc(C)cc3n12	?	4%	?	-3%	-20%	·	-2%	-2%	-11
Cc1ccc(N2CC(C(=O)Nc3ccc(S(=O)(=O)NCC4CCCO4)cc3)CC2=O)cc1C (centres undefined)	-22%	-10%	-12%	-3%	-12%	13%	-7%	7%	-8
COc1ccc(CNC(=O)CSCc2cccc(Cl)c2)cc1	-19%	20%	26%	0%	-15%	-1%	-14%	-2%	-2
Cc1sc2nc(C3CC3)nc(SCC(=O)N3c4ccccc4CC3C)c2c1C (centres undefined)	-21%	-6%	50%	-10%	·	-4%	-10%	-18%	-2
N#Cc1cnc(SCC(=O)N2CCCC2)nc1N	-8%	38%	-27%	6%	?	-1%	-2%	-1%	-11
COc1ccc(NC(=O)c2ccccc2Sc2ccc(NC(C)=O)nc2)cc1	-6%	?	-4%	5%	?	-9%	-7%	4%	-6
NC(=O)CSc1oc(-c2ccco2)nc1S(=O)(=O)c1ccccc1	-11%	3%	-23%	6%	?	18%	-25%	-1%	0
Cc1cccc(-n2ncc3c(NC4CCCCC4)ncnc32)c1	-5%	1%	0%	-3%	13%	0%	-23%	2%	-4
CCc1ccc(Nc2nnc(SCn3nnc4ccccc4c3=O)s2)cc1	2%	12%	31%	-4%	0%	19%	-1%	-24%	-6
Cc1cnc(C(=O)Nc2nnc(C(C)C)s2)cn1	-9%	-2%	5%	-11%	5%	4%	3%	4%	5
C#CCOCCOCCOCCNc1nc(N2CCN(C(=O)[C@H](CCCCN)n3cc([C@@H](N)CO)nn3)CC2)nc(N2CCN(C(=O)[C@H](CCCCN)n3cc([C@@H](N)CC(C)C)nn3)CC2)n1	-10%	·	28%	7%	-13%	2%	-8%	·	6
O=C(CN1CCCCC1)N=Nc1c(O)[nH]c2ccccc12	-7%	41%	-24%	-6%	280%[activator]	-2%	-17%	-9%	-6
CC(SC(C)C(=O)NN=Cc1cccc(Cl)c1)C(=O)NN=Cc1cccc(Cl)c1 (centres undefined)	-11%	·	3%	10%	19%	·	-12%	·	-2
Cc1ccc(N(CC(=O)NCc2ccc3c(c2)OCO3)C(=O)c2csnn2)cc1	-6%	-1%	-7%	5%	-1%	56%[activator]	-14%	4%	-7
CCC(CC)C(=O)NCc1ccccc1OC	-5%	2%	9%	11%	5%	-6%	3%	-15%	-7
Cc1cc2oc(C(=O)Nc3ccc(S(=O)(=O)Nc4ncccn4)cc3)c(C)c2cc1Cl	-17%	-2%	28%	11%	-8%	?	1%	-2%	-6
CCOC(=O)Nc1ccc(S(=O)(=O)N2CCC(C)CC2)cc1	-8%	95%	-2%	1%	2%	-15%	-9%	-13%	-4
CSc1ccc(-c2nc(CSCC(=O)N3CCOCC3)c(C)o2)cc1	-4%	-7%	-20%	-15%	0%	-2%	-9%	-14%	-1
Brc1ccc2c(c1)CNc1c(ncnc1N1CCOCC1)O2	-1%	1%	-24%	-12%	1%	-1%	-9%	-9%	-4
O=Cc1ccc2noc(-c3ccc(F)cc3)c2c1	2%	-1%	-52%	6%	0%	2%	-13%	35%[activator]	0
CCSc1nc(-c2ccc(OC)cc2)n(-c2nc3ccccc3s2)n1	-5%	2%	-8%	0%	-17%	2%	-11%	-7%	-4
CSc1nc(N)nc2c1ncn2C1OC(CO)C(O)C1O (centres undefined)	-6%	·	-11%	-1%	-10%	·	-6%	·	-8
CC(=O)c1ccc(NC(=O)CN2C(=O)NC3(CCCc4ccccc43)C2=O)cc1 (centres undefined)	-8%	·	14%	-3%	9%	15%	-10%	·	-9
Cc1ccc2c(C)nc(Nc3ncc4c(n3)CCCC4=O)nc2c1	-2%	·	-9%	7%	-14%	·	-17%	·	0

Some of these compounds in order of their number in ERG Ets-DNA blk, high to low.
| structure | Pol kappa inh | POLB inh | RGS4 inhibitor | ERG Ets-DNA blk | ALOX12 inh | Pol eta inh | LDHA block |
| --- | --- | --- | --- | --- | --- | --- | --- |
| Cc1ccc2c(C)nc(Nc3ncc4c(n3)CCCC4=O)nc2c1 | -2% | · | -9% | 7% | -14% | -17% | 0 |
| O=Cc1ccc2noc(-c3ccc(F)cc3)c2c1 | 2% | -1% | -52% | 6% | 0% | -13% | 0 |
| CSc1nc(N)nc2c1ncn2C1OC(CO)C(O)C1O (centres undefined) | -6% | · | -11% | -1% | -10% | -6% | -8 |

Compound activity deposited in PubChem BioAssay by National Center for Advancing Translational Sciences (NCATS).
